Dynein cargo inh: dynein cargo transport inhibition | z-score, hits read low | 3617.4 mouse cells, GR-EGFP nuclear translocation imaging; test concentration mostly 20 µM; stimulated with dexamethasone, 1 µM; stronger effect = lower value | AID 1381 | hit rate 0.47% among 220,000;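 active = plate z-score of nuclear minus cytoplasmic receptor signal below a set negative limit, without overly bright fluorescence or cell loss, cut at about -3.5 in these data, passing the limit was not always enough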;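 note: z-score of nuclear minus cytoplasmic ring GR-EGFP intensity difference per well; some compounds called inactive have numbers as strong as hits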
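medium = tetracycline-free induction medium containing charcoal-stripped FBS | also added = 1.0 µM final dexamethasone stimulus | schedule = 48 h induction, 1 h compound, 30 min dex at 37 °C | technique = fixed, Hoechst-stained cells imaged at 10x for EGFP | measure = GR-EGFP nuclear translocation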
TNAP activators: human TNAP enzyme activators, primary screen, biochemical, luminescent, no phosphate acceptor, uHTS (AID 1001); purified TNAP, luminescent activation assay, no phosphate acceptor; higher activation fold means a stronger effect; hit rate 0.03% among 200,000; activation fold at 20 µM, or EC50 in µM where a hit was titrated; in the data active = activation fold from about 3, or a potency from the dose series; inactive = the rest, 99 in 100 with activation fold below about 1.6; note: many of its hits are not listed in these tables
T cell HTS: T cell immune modulation candidate. 2C CD8+ T cell-vesicle binding, flow cytometry; stronger effect = lower value. calls only at 7 µM. hit rate 0.068% among 330,000. AID 2052;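 active = response, share of CD8 T cells binding vesicles, and their 90th percentile fluorescence all below set limits, cut at about 80% in these data, passing the limit was not always enough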
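Material: murine 2C transgenic CD8+ T lymphocytes / Also added: QL9-peptide-loaded Drosophila micro-vesicles bearing Ld, ICAM-1 and B7-1 / Schedule: binding step 1.5 h, 37 °C, antibody labelling 20 min, ice / Signal: flow cytometry, PE anti-B7-1 (FL2) versus Alexa647 anti-CD8 (FL8), PFA-fixed / Evaluation: percent CD8+ FL2 mean versus row control / Benchmarks: naked versus QL9-loaded vesicles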
human PMI inhibition: MPI enzyme activity inhibition – biochemical, fluorescence intensity, coupled assay, primary screen (AID 1209); purified PMI enzyme, coupled fluorescence intensity; higher % means a stronger effect; inhibition, % at 20 µM; hits with a dose series show IC50 in µM; hit rate 0.42% among 190,000; in the data active = inhibition above about 50%;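 note: plate controls were DMSO vehicle for no effect and wells lacking substrate for full effect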
MT stabilizer: stabilizes microtubules in HeLa cells; HeLa tubulin immunostaining HCS, 24 h; share of cells brighter than vehicle mean+2SD; % tubulin-high responders, % at 10 µM; hit rate 0.83% among 200,000;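 active = plate Z-score above 3 for both tubulin-high and condensed-nucleus cell shares, with cell loss under 80%, at 10 µM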;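 note: anti alpha tubulin signal scored within the nucleus-defined area of each cell; some results filed as inactive read as strong as hits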
Dynein cargo inh cytoplasmic EGFP: recorded beside Dynein cargo inh, whose call it bears; z-score; measured here: cytoplasmic GR-EGFP intensity; stronger effect = higher value
Dynein cargo inh nuclear GR-EGFP: also measured in Dynein cargo inh; calls as there; z-score; measured here: nuclear GR-EGFP intensity;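 lower value marks the stronger effect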
Dynein cargo inh cell count: recorded beside Dynein cargo inh, whose call it bears; z-score; measured here: cell count per field
T cell HTS vesicle-bound %: second read-out of T cell HTS, no call of its own (marks repeat the call); double positive events, %; measured here: CD8+ vesicle-bound cell fraction;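 binding gate set so that unloaded-vesicle control wells show 10% double positive cells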
MT stabilizer Hoechst-high %: second read-out of MT stabilizer, no call of its own (marks repeat the call); % Hoechst-high responders; measured here: nuclear condensation Hoechst responders;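 share of cells brighter than vehicle mean plus two SD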
MT stabilizer cytotoxicity %: further read-out of MT stabilizer, marked with its call; toxicity, %; measured here: cytotoxicity by cell density;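 0% = mean cell density of plate MIN control wells and 100% = no cells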
Starred values were filed as active, the others as inactive; i = inactive; x = not tested or not shown. Only part of the results is shown; rates above refer to the full screens.

SMILES,Dynein cargo inh,Dynein cargo inh cytoplasmic EGFP,Dynein cargo inh nuclear GR-EGFP,Dynein cargo inh cell count,TNAP activators,T cell HTS,T cell HTS vesicle-bound %,human PMI inhibition,MT stabilizer,MT stabilizer Hoechst-high %,MT stabilizer cytotoxicity %
CC[C@]1(c2ccccc2OC)ON(c2ccccc2C(F)(F)F)C1=O,x,x,x,x,x,i,19.4,x,x,x,x
CN(CC(=O)Nc1ccc(F)cc1)C(=O)COC(=O)CNC(=O)c1sc2ccccc2c1Cl,x,x,x,x,x,i,50.9,x,x,x,x
CCOc1ccc(OCCC(=O)N(CCC2=CCCCC2)c2c(N)n(Cc3ccccc3)c(=O)[nH]c2=O)cc1,x,x,x,x,x,i,58.3,x,x,x,x
COC(=O)CCCC1=CC2=CC(=O)C(C)(OC(=O)c3cnc4ccccc4n3)C(=O)C2=CO1 (centres undefined),x,x,x,x,x,i,22.9,x,x,x,x
COc1ccc(C(=O)NC(=S)NNC(=O)c2cccc(C)c2)cc1,x,x,x,x,x,i,31.5,x,x,x,x
c1ccc2c(c1)-c1cccc3c1c-2cc1ccccc13,x,x,x,x,x,i,31.1,x,x,x,x
Nc1nc(N)c2nc(CNc3ccc(C(=O)NC(CCC(=O)O)C(=O)O)cc3)cnc2n1 (centres undefined),x,x,x,x,x,i,19.6,x,x,x,x
CC1(c2ccccc2)ON(c2ccccc2C(F)(F)F)C1=O (centres undefined),x,x,x,x,x,i,16.5,x,x,x,x
O=C(COC(=O)c1cccc([N+](=O)[O-])c1)c1ccc2c(c1)OCO2,x,x,x,x,x,i,56.6,x,x,x,x
CCOc1cc(NC(=O)c2ccco2)c(OCC)cc1NC(=O)CCc1ccc(OC)cc1,x,x,x,x,1.1,x,x,1.8%,x,x,x
CCOC(=O)c1ccc(NC(=O)c2c(O)c3ccccc3n(C)c2=O)cc1,x,x,x,x,0.9,x,x,-10.6%,x,x,x
COCCn1c(C)cc(C(=O)CSc2nnc3scc(-c4ccc(Cl)cc4)n23)c1C,0.2,0.0189,0.766,-0.424,x,x,x,x,2.8,2.3,26.2
Cc1cc(C)nc(NC2=NCCN2C(=O)Nc2ccc(Cl)c(Cl)c2)n1,-0.0996,-0.243,-0.0692,0.815,x,x,x,x,9.7,3.6,12.4
Cc1nnc(N2CCN(C)CC2)c2nn(-c3ccc(Cl)cc3)c(C)c12,2.56,-0.149,1.16,-1.09,x,x,x,x,3.3,1.5,4.8
O=C1c2ccccc2C(=O)N1Cc1nc(-c2cccnc2)no1,-0.554,-0.213,-0.21,0.14,x,x,x,x,2.4,0.9,5.5
COc1ccc(-n2c(=O)c3c4c(sc3n3c(C)nnc23)CCCC4)cc1,-1.23,0.15,-1.15,0.591,x,x,x,x,3.7,2.0,5.2
Cc1cccc2cc(CN(Cc3ccccc3)C(=O)N3CCOCC3)c3nnnn3c12,-1.05,-0.249,-0.785,0.835,x,x,x,x,2.7,2.5,5.1
CCN1C(=O)/C(=C2/Sc3ccc(OC)cc3N2C)SC1=Nc1ccc(C)cc1,-0.703,-0.203,-0.0361,-0.00329,x,x,x,x,3.3,1.6,5.4
CC1(C)Cc2ccccc2-c2c1c(=O)n(-c1ccccc1)c1nnnn21,-0.555,-0.24,-0.334,0.632,x,x,x,x,2.3,2.0,5.3
O=C(CN1C(=O)c2ccccc2C1=O)OCN1C(=O)c2ccccc2C1=O,-0.685,-0.251,-0.91,0.703,x,x,x,x,4.3,1.0,4.5
Cc1nnc(SCc2cc(=O)[nH]c(Nc3nc(C)c4ccccc4n3)n2)s1,0.32,-0.201,0.389,0.29,x,x,x,x,1.7,1.8,25.3
CNC(=O)CN(C#N)c1nc(N(C)C)nc(N(C)C)n1,0.789,-0.237,0.264,-0.36,x,x,x,x,2.6,2.4,3.9
Cc1ccc(-n2nnc3c(SCC(=O)N4CCN(c5ccccc5)CC4)ncnc32)cc1,0.356,-0.177,0.384,-0.338,x,x,x,x,1.9,1.5,7.6
Cc1ccnc(N2CCN(c3c4c(c(C#N)c5nc6ccccc6n35)CCC4)CC2)c1,0.758,-0.187,0.379,-0.0224,x,x,x,x,3.1,2.4,5.5
COc1ccc2c(C)nc(Nc3nc(C)cc(=O)[nH]3)nc2c1,-0.114,-0.299,-0.72,0.221,x,x,x,x,3.2,0.4,34.8
Cc1cc(=O)[nH]c(/N=C(/NC(=O)c2ccccc2)Nc2ccc3c(c2)OCCO3)n1,-0.62,-0.283,-0.0881,0.144,x,x,x,x,2.6,0.2,29.2
O=S(=O)(c1ccc(F)cc1)N1CCC(N2CCN(c3ccccc3)CC2)CC1,-0.0176,-0.228,0.295,-0.785,x,x,x,x,1.6,0.9,27.1
Cc1nc(N2CCN(c3ncccn3)CC2)c2oc3ccccc3c2n1,-1.43,-0.271,-0.49,1.29,x,x,x,x,2.6,0.8,10.4
CCCn1c(C)nc2c(c1=O)c1nc3ccccc3nc1n2CCc1ccccc1,0.197,-0.248,0.445,-0.854,x,x,x,x,2.3,2.1,3.5
Cc1cc(C)c2c(n1)nn1c(N3CCN(c4cccc(Cl)c4)CC3)cc(C)nc21,-0.876,-0.237,-0.635,1.81,x,x,x,x,2.5,3.0,7.7

Next part.
Screens in order: Dynein cargo inh | Dynein cargo inh cytoplasmic EGFP | Dynein cargo inh nuclear GR-EGFP | Dynein cargo inh cell count | TNAP activators | T cell HTS | T cell HTS vesicle-bound % | human PMI inhibition | MT stabilizer | MT stabilizer Hoechst-high % | MT stabilizer cytotoxicity %
CN(Cc1ccccc1)S(=O)(=O)c1ccc(S(=O)(=O)N2CCN(CCC#N)CC2)cc1
 : 0.0505 | -0.118 | 0.342 | -0.585 | x | x | x | x | 4.8 | 2.2 | 6.1
O=[N+]([O-])c1ccc(-c2nnc(CSc3nc(-c4ccccc4)nc4ccc(F)cc34)o2)cc1
 : 1.04 | -0.243 | 0.46 | -1.1 | x | x | x | x | 2.5 | 2.6 | 6.3
CC(C)Oc1ccc(C2C(C(=O)c3ccco3)=C(O)C(=O)N2CCCN(C)C)cc1 (centres undefined)
 : 0.957 | -0.289 | 0.619 | 1.34 | x | x | x | x | 2.0 | 0.5 | 22.9
O=c1c2c3c(sc2n2c(=S)[nH]nc2n1Cc1ccccc1)CN(Cc1ccccc1)CC3
 : 0.6 | -0.214 | 0.0889 | -0.356 | x | x | x | x | 2.7 | 3.2 | 6.8
c1ccc(CC2CCN(c3nc(N4CCOCC4)nc(N4CCOCC4)n3)CC2)cc1
 : 2.68 | -0.0626 | 2.17 | -2.39 | x | x | x | x | 5.7 | 1.5 | 8.4
c1cc2c3c(cccc3c1)C(N1CCN(C3=Nc4cccc5cccc3c45)CC1)=N2
 : -1.98 | 3.66 | 0.00939 | -0.39 | x | x | x | x | 3.0 | 0.3 | 18.0

Screening data as filed in PubChem.
